MRP-1 activ = activates MRP-1; H69AR cells + doxorubicin, viability rescue, CellTiter-Glo; viability increase, % at 10 µM; 140,000 compounds, 0.61% hits; AID 799;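 active = viability gain under doxorubicin at or above a set limit, the compound median plus 3 SD, cut at about 4.7% in these data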;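 also: MRP-1 overexpressing cells given doxorubicin 25 µM after compound pretreatment; 18-22 h compound pretreatment then 72 h with doxorubicin before readout; 0% = doxorubicin-only wells and 100% = vehicle-treated cells without doxorubicin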
PTEN del growth = suppresses growth of cells with PTEN deletion; HCT116 PTEN-null viability, CellTiter-Glo, 60 h; stronger effect = lower value; viability, % at 10 µM; 140,000 compounds, 1.2% hits; AID 827;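 active = viability at or below a set limit, 4 SD under the median of all tested compounds, cut at about 3.7% in these data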;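 also: PTEN knockout HCT116 line with beta catenin targeted HCT116 as companion control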
HCT116 bCat-KO = beta-catenin-lacking colon tumor cell growth suppression | HCT116 beta-catenin knockout viability, CellTiter-Glo, 60 h; stronger effect = lower value | viability, % at 10 µM | 140,000 compounds, 1.5% hits;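 active = viability at or under a set limit, the compound median less 4 SD, cut at about 6% in these data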;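 also: 0% = Hyamine 1622 control at 20 µM and 100% = untreated cell control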
GALR2 blocker = GALR2 (human) receptor antagonism. O43603. GALR2-expressing cells, antagonist mode. inhibition, % at 4 µM. 140,000 compounds, 0.39% hits; in the data active = inhibition above about 27%;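 also: cells stimulated with galanin 1-16 at roughly its EC80; 0% = agonist challenge control and 100% = basal control without agonist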
Target sequence (O43603 whole entry, looked up): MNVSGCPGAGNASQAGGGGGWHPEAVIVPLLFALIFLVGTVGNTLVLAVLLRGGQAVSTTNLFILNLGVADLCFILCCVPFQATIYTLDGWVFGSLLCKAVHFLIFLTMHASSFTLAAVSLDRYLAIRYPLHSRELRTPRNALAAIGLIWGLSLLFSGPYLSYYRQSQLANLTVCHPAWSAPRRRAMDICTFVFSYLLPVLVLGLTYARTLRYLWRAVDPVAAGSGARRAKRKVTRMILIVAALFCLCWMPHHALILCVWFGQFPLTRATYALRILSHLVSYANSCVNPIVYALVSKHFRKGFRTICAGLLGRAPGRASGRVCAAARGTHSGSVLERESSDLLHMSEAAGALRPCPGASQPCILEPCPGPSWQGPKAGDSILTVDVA
Yeast lifespan up = extends the lifespan of yeast; S. cerevisiae growth with nicotinamide, OD615; deaD strain in restrictive glucose medium; inhibition of the nicotinamide effect, % at 10 µM; 130,000 compounds, 0.68% hits; AID 775;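 active = inhibition above a set limit, placed 3 SD over the median of all compounds, cut at about 26% in these data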;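 also: 0% = nicotinamide-treated wells and 100% = cells grown without nicotinamide; some compounds called inactive have numbers as strong as hits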
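System: DeaD-strain S. cerevisiae / Buffer or medium: CSMM-D, restrictive glucose (dextrose) synthetic minimal medium / Probe or stimulus: nicotinamide, 1.5 mM, co-present with compound / Compound: one concentration, 10 µM, DMSO 0.25% / Incubation: 48 h compound exposure at 30 °C, humidified / Technique: optical density (absorbance) at 615 nm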
Measles CPE = protection of cells from measles virus. Measles virus-infected cells, CPE protection, absorbance. 140,000 compounds, 1.5% hits. protection (pct of control), % at 4 µM; in the data active = protection mostly above about 24%, no sharp cut-off; inactive = mostly below about 26%; also: some compounds called inactive have numbers as strong as hits
BB579 growth dn = chemicals that inhibit yeast BB579 growth in restrictive medium (lifespan-shortening candidates); AID 804; S. cerevisiae BB579 growth, OD615, 48 h; inhibition, % at 10 µM; 140,000 compounds, 0.51% hits;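 active = inhibition above a set limit, 3 SD over the mean compound inhibition, cut at about 44% in these data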; also: inactives centre near -24
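Test system: DeaD yeast strain BB579 / Buffer or medium: restrictive glucose-based CSMM-D medium / Doses: single 10 µM dose / Schedule: 4 h cell preincubation, 48 h compound exposure, 30 °C humidified / Technique: culture absorbance at 615 nm / Controls: amphotericin B positive control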
Phagocytosis inh = blocks phagocytosis by macrophages; J774A.1 macrophage IgG-bead phagocytosis, imaging; inhibition, % at 5 µM; 110,000 compounds, 0.07% hits; AID 1029;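 active = inhibition above the mean of the plate negative controls plus 5 SD, cut at about 13% in these data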;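 also: phagocytic index as fraction of beads internalized from green versus red external bead signal; plate controls were DMSO negative control for no effect and cytochalasin-D positive control for full effect; some results beyond the cut were filed as inactive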
NPY Y2 blocker = blocks the human neuropeptide Y Y2 receptor. NPY-Y2 expressing cells, antagonist mode. 140,000 compounds, 0.99% hits. P49146. AID 793. inhibition, % at 2.7 µM; in the data active = inhibition above about 17%;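 also: 0% = vehicle with agonist challenge and 100% = reference antagonist with challenge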
Target sequence (P49146 whole entry, looked up): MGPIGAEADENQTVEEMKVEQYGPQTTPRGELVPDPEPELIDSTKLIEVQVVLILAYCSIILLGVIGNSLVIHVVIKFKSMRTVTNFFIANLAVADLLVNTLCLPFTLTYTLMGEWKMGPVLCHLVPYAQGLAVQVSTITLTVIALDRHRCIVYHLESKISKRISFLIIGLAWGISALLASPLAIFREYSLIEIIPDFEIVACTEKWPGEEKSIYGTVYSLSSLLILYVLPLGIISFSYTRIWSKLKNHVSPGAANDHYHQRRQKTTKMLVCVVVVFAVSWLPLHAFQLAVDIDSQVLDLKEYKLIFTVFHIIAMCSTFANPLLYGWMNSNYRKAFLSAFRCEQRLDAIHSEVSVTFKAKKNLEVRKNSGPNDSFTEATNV
E-sel TNF inh = blocks E-selectin expression induced by TNF alpha. HUVEC TNFa-induced E-selectin immunofluorescence, high content. 120,000 compounds, 0.71% hits. inhibition, % at 2 µM;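 active = inhibition above the batch mean plus 3 SD, and confirmed as a hit on visual image review, cut at about 43% in these data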;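 also: 0% = TNF-stimulated DMSO wells and 100% = unstimulated control wells; not every result past the cut was called active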
* = called active by the depositor; . = no result given.

The line under a structure holds: MRP-1 activ, PTEN del growth, HCT116 bCat-KO, GALR2 blocker, Yeast lifespan up, Measles CPE, BB579 growth dn, Phagocytosis inh, NPY Y2 blocker, E-sel TNF inh
> CCOC(=O)CCC(NC(=O)CCC(=O)NC(CCC(=O)OCC)C(=O)OCC)C(=O)OCC (stereo not given)
→ -0.4, 89, 98, 0, -1, 12, 11, -9, 0, .
> O=C(/C(=C/c1ccccc1)n1cncn1)c1ccc(Cl)cc1Cl
→ -3.6, 95, 76, -1, 49*, 11, 12, -7, 1, .
> CCOc1cc2[nH]c(=S)n(Cc3ccc(C)o3)c(=O)c2cc1OCC
→ -1.0, 61, 73, 1, -12, 1, -66, 1, -1, .
> CNC(=O)NC(=O)CSc1ncc(C(F)(F)F)cc1Cl
→ -0.8, 97, 83, -18, -1, 8, -33, -1, -2, 2
> CCn1nnnc1SCC(=O)NCc1ccco1
→ -0.8, 84, 97, 6, -7, 18, 17, -2, 3, -8
> CCCCC(c1nnnn1CC1CCCO1)N1CCN(c2cc(Cl)ccc2C)CC1 (stereo not given)
→ -2.0, 62, 62, -7, 1, 1, -34, -1, 14, -34
> COc1cc(C(=O)Nc2nc(-c3ccc(F)cc3)cs2)ccc1OCC(=O)N1CCOCC1
→ -2.2, 59, 61, 9, -6, 17, 0, ., 1, -7
> Cc1nnc(N2C(=O)C(O)=C(C(=O)c3ccco3)C2c2ccc(F)cc2)s1 (stereo not given)
→ -2.4, 105, 100, -7, -9, 3, -2, 0, 5, .
> CCCOc1ccc(CSc2ncn[nH]2)cc1
→ 7.4*, 89, 92, -3, -5, 21, 1, -1, -1, -6
> CC1(C)CCCN(C(=O)c2ccc3c(c2NCCO)C(=O)c2ccccc2C3=O)C1
→ -3.1, 74, 72, -3, 8, 2, -28, 0, -9, -10
> O=C(CSc1nnc(C2CC2)n1-c1ccccc1)NCc1ccco1
→ -0.7, 94, 90, -3, -7, 13, 3, 0, 2, 23
> C=CCc1cccc(/C=N/NC(=O)CNc2cccc3ccccc23)c1O
→ -0.2, 1.8*, 3.2*, 0, -4, 16, -36, -9, 4, 7
> CS(=O)(=O)N1CCC(C(=O)c2cccc(Cl)c2)CC1
→ 0.4, 101, 87, -3, -2, 12, -52, ., 0, .
> COc1ccc(Nc2nc(C(F)(F)F)nc(C)c2C#N)cc1
→ -3.0, 95, 95, -12, -5, 16, -26, -9, 2, -17
> COc1cc2c(cc1OC)C1=C(C#N)CCC(=O)N1CC2
→ -2.9, 102, 108, -22, -18, 8, 3, ., 2, 8
> CCn1c(=O)c2cc(S(=O)(=O)NCc3ccccc3)ccc2n(CC)c1=O
→ -3.0, 58, 57, 3, 2, 33, -27, -2, 0, -2
> Cc1ccc(N2C(=O)[C@@H]3[C@H](C2=O)[C@H]2C=C(C(=O)c4ccccc4)C=CN2[C@@H]3C(=O)c2ccc(Cl)cc2)cc1
→ -0.3, 86, 95, -3, -2, 10, -21, 0, 1, .
> COc1ccc2[nH]cc(CCNC(=O)C3CCCNC3=O)c2c1 (stereo not given)
→ -0.4, 111, 110, -3, -8, 7, -10, 0, 1, .
> CCOC(=O)c1cccc(NC(=O)CCNS(=O)(=O)c2ccc3c(c2)CCN3C(=O)CC)c1
→ -2.0, 93, 90, 4, -3, 7, -32, -2, 4, .
> Cc1ccc2c(c1)sc[n+]2Cc1ccccc1
→ -3.5, 87, 90, 8, -3, 7, -8, ., 4, 47
> O=C(Nc1nc(-c2cccc3ccccc23)cs1)c1cnccn1
→ 0.1, 72, 68, -1, -6, 9, -12, -1, 8, -15
> O=S(=O)(NCc1ccc(F)cc1)c1ccc2c(c1)OCCO2
→ -1.9, 90, 91, -4, 10, 14, -21, -1, 3, 13
> CCn1c(SCC(=O)N2CCN(c3ccccc3)CC2)nc2c(c1=O)SC(C)C2 (stereo not given)
→ -3.0, 96, 96, -5, -4, 4, -33, ., 3, .
> O=C(Cn1nnc(-c2ccccc2)n1)N/N=C/c1cc([N+](=O)[O-])c(Cl)cc1Cl
→ 0.1, 99, 96, -3, 4, 6, -48, -12, 0, .
> Cc1ccc(S(=O)(=O)N(C)CCCC(=O)Nc2cc(C)ccc2C)cc1
→ -2.3, 74, 74, -8, -1, 19, -20, ., 5, 97*
> CCn1cc(/C=C2\SC(=O)N(CC(=O)Nc3ccc4c(c3)OCO4)C2=O)c2ccccc21
→ -4.0, 90, 88, 12, 3, 0, -42, -1, 3, -65
> COC(=O)c1cc(NC(=S)NCc2ccc(Cl)cc2)cc(C(=O)OC)c1
→ -2.2, 91, 87, 2, -1, 14, 8, 2, 2, -1
> CCCn1nnnc1SCC(=O)N(C(C)C)C(C)C
→ 1.3, 102, 102, 1, -16, 11, 18, 5, -1, 19
> C[n+]1ccccc1C1CCCC/C1=N\Nc1ccc([N+](=O)[O-])cc1[N+](=O)[O-] (stereo not given)
→ -3.3, 88, 94, -7, 13, 27, 31, -7, 1, -1
> O=C1c2ccccc2C(=O)N1Cc1nc2ccccc2c(=O)n1CCCn1ccnc1
→ -1.3, 103, 96, 15, -3, 5, -37, 0, 3, -30
> COc1ccc(/C=N/n2cncn2)cc1COc1ccc(NC(C)=O)cc1
→ -1.8, 97, 80, -2, -15, 2, -31, 2, 1, 1
> Cc1ccc(S(=O)(=O)/N=C(\c2ccc(Cl)cc2)N2CCOCC2)cc1
→ -1.8, 95, 104, 14, -17, 6, -45, -2, -1, -38
> CC(=O)NC(Cc1ccc(C(C)C)cc1)C(=O)NC1CCN(c2nc(C)cc(C)n2)CC1 (stereo not given)
→ -1.6, 79, 101, -18, -13, 7, -18, -1, 1, .
> CCCCNC(=O)CSc1nc2ccc(NC(=O)CSc3nnc(N)s3)cc2s1
→ -1.6, 66, 70, 3, 3, 10, -10, -1, 8, .
> CC(C)c1onc(C(=O)NCc2ccccc2)c1[N+](=O)[O-]
→ -4.5, 87, 97, -2, 8, 3, -10, -5, 0, .
> C=CCSc1nc2ccccc2n1C(=O)/C=C/c1cc(OC)c(OC)c(OC)c1
→ -5.9, 2.4*, 3.1*, 7, -4, 13, -28, ., 0, 66*
> COc1ccc(OC)c(NC(=O)CCN2CCN(c3ccccc3F)CC2)c1
→ -1.1, 87, 98, -3, -10, 22, -50, 1, 3, 19
> COc1ccc(CCNC(=O)CCSc2nc(-c3ccco3)cc(C(F)(F)F)n2)cc1
→ -1.6, 79, 72, 0, -7, 11, -70, 1, 8, 10
> Cc1ccc(S(=O)(=O)C2(C(=O)Nc3ccc(F)cc3)CC2)cc1
→ -0.9, 102, 93, 21, 1, 1, -19, -2, 0, 12
> Cn1cc(C=C2C(=O)CC(C)(C)CC2=O)c2ccccc21
→ -2.2, 90, 92, 7, -1, 19, -8, -8, 1, .
> COc1ccc(/C=c2/sc3n(c2=O)NC2(c4ccccc4)N(C)C(=O)N(C)C2(c2ccccc2)N=3)cc1 (stereo not given)
→ 1.9, 77, 72, -4, -5, 4, -29, 2, 2, 14
> COC(=O)Cc1cc(=O)[nH]c(/N=C(\N)Nc2ccc(C)cc2C)n1
→ -2.3, 100, 91, -9, -27, 6, -12, 0, -3, -6
> Cc1c(C)c2c(C)nn(-c3ccccc3)c2[nH]c1=O
→ -0.3, 95, 101, 25, -13, 10, 18, ., 1, 3
> Cc1ccc(C(c2nnnn2C(C)(C)C)N2CCN(C3CCCC3)CC2)cc1 (stereo not given)
→ -1.5, 85, 90, 8, 0, 23, -13, -2, 5, -8
> C=CCn1cnc2c(NCc3ccccc3)ncnc21
→ -1.9, 90, 90, 0, -2, 7, 12, 1, 9, -5
> Cc1ccc(C(=O)N2CCN(c3ncccn3)CC2)o1
→ 1.4, 94, 103, 3, -19, 5, -10, 1, 0, 5
> CCOc1ccc(N2Cc3ccccc3C2)cc1
→ ., ., ., 2, ., ., ., 0, 4, -11
> COc1ccc2cc(C(=O)N/N=C/c3sc4ccccc4c3O)ccc2c1
→ -3.3, 4, 3.1*, 24, 8, 9, -62, -10, 11, -7
> COc1ccc2c(C=O)c[nH]c2c1
→ -2.6, 91, 92, 3, -10, 12, -4, -12, 1, 6
> Cc1ccc(NC(=O)C2=C(O)c3sccc3N(C)S2(=O)=O)cc1
→ -0.5, 87, 95, 2, -14, 2, -26, -1, -5, .

(list continues)
The line under a structure holds: MRP-1 activ, PTEN del growth, HCT116 bCat-KO, GALR2 blocker, Yeast lifespan up, Measles CPE, BB579 growth dn, Phagocytosis inh, NPY Y2 blocker, E-sel TNF inh
> Nc1ncc2c(n1)CC(c1ccco1)CC2=O (stereo not given)
→ 0.1, 95, 93, -2, -5, 2, -28, 0, -3, 10
> CCCc1nnc(NC(=O)Cn2cnc3ccccc3c2=O)s1
→ -1.9, 97, 95, 1, -7, 3, -23, ., 1, -4
> COC(=O)/C(=N/Nc1ccccc1)N1CCCc2ccccc21
→ 1.9, 61, 65, 8, -5, 12, -27, -5, 22*, -3
> O=C(Cc1ccccc1)NC1c2ccccc2-c2ccccc21
→ -1.0, 94, 97, -5, -5, 11, -22, 3, 5, -42
> CN1C(=S)N(c2ccccc2)C(=O)/C1=C/c1ccco1
→ -2.0, 89, 98, 8, -4, 32, -33, -3, 1, .
> Cc1nc2cc(-c3ccccc3)ccc2o1
→ 1.8, 95, 96, 16, ., 13, -24, 3, 3, -16
> Cc1cccc2cc3c(N)c(C(=O)Nc4ccc(N5CCOCC5)cc4)sc3nc12
→ -1.7, 50, 51, 5, -27, 5, -39, ., -1, -26
> CCCNC(=O)COC(=O)c1ccccc1OCc1ccc(Cl)cc1
→ -1.4, 83, 90, -8, -13, 5, 15, 0, 13, -7
> O=C(NCc1ccc2c(c1)OCO2)C1CC(c2ccc(Cl)c(Cl)c2)=NO1 (stereo not given)
→ -0.5, 82, 82, 2, -9, -1, -14, ., 14, 20
> Cc1ccccc1Nc1c([N+](=O)[O-])ccc2c1=NC1(CCCCC1)N=2
→ -0.7, 91, 88, -3, -7, 5, -79, 7, -2, .
